# S1P3 antagonist – S1P3 receptor antagonists, primary screen, cell-based | actives 0.27% (n = 170,000) | inhibition, % at 4.98 µM | Sphingosine 1-phosphate receptor 3 (Homo sapiens), Q99500 | CHO S1P3 NFAT-BLA reporter, FRET fluorescence, antagonist mode;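 active means inhibition above the plate cutoff, the mean inhibition of test wells on that plate plus 3 SD, cut at about 28% in these data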;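 further: cells challenged with S1P at its EC80 of 0.8 µM; blue over green emission ratio from cleaved BLA substrate after 4 h stimulation; 0% = S1P-stimulated wells and 100% = unstimulated DMSO-only wells; some compounds past the cut are filed as inactive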
# Target sequence (Q99500 whole entry, looked up): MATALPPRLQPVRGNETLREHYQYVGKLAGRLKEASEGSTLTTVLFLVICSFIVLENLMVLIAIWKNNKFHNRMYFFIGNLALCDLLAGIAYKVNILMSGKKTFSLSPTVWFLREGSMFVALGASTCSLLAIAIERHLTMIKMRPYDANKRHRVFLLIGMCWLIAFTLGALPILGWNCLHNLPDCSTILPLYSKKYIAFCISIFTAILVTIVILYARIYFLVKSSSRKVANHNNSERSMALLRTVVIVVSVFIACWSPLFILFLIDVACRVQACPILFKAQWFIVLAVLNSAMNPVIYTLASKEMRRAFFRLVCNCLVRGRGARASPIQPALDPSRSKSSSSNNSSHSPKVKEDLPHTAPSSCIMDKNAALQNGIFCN
# * = called active by the depositor.
SMILES,S1P3 antagonist
CSCCC1NC(=O)N(CC(=O)Nc2ccc(Br)cc2Br)C1=O (stereo not given),1.0
O=C(COC(=O)CCC(=O)c1ccc(F)cc1)Nc1cccc(S(=O)(=O)N2CCCC2)c1,-1.0
COCCN(Cc1cc2cc3c(cc2nc1Cl)OCO3)C(=O)c1cccc(C)c1,8.9
Cc1ccc(/C=C2\SC(=S)N(CCC(=O)NNS(=O)(=O)c3ccccc3)C2=O)cc1,23.8
CCN(CC)CCNc1ncnc2c1sc1nc(N3CCOCC3)c3c(c12)CCCC3,8.1
COc1ccc(N(C)S(=O)(=O)c2cccc(C(=O)OCC(=O)NCc3ccccc3OC)c2)cc1,6.5
O=C(NN1C(=O)C2C(C1=O)C1C=CC2C12CC2)c1ccccc1Cl (stereo not given),0.4
O=C(CCC(=O)N/N=C/c1ccco1)N/N=C/c1ccco1,-1.2
Cc1ccc(NNC(=O)C2CCC2)cc1C,-0.9
CC(C)(CN1CCN(Cc2ccccc2)CC1)NS(=O)(=O)c1ccc(Cl)cc1,7.7
O=C(NCCNc1nccc(C(F)(F)F)n1)c1cccc(C(F)(F)F)c1,11.5
CC(C)(C)OC(=O)NC(Cc1ccccc1)C(=O)O (stereo not given),-15.6
NNC(=O)c1ccc(Cn2cccn2)o1,14.7
O=C(CCCN1C(=O)/C(=C/c2ccco2)SC1=S)Nc1cccc(C(=O)O)c1,-5.1
O=C(CCc1nnc(Cc2ccc3c(c2)OCO3)o1)N(CC1CCC1)CC1CCCO1 (stereo not given),-2.9
O=C(N/N=C/c1ccc2nccnc2c1)c1ccccc1O,-14.2
COc1ccc(N=Nc2n(C)c3ccccc3[n+]2C)cc1,-44.5
CCCn1c(O)c(N=NC(=O)c2cccnc2)c2cc(Br)ccc21,-9.0
COCc1cc(=O)[nH]c(-c2ccccc2OC(F)(F)F)n1,-0.9
N#Cc1ccc(S(=O)(=O)N2CCc3[nH]c4ccc(F)cc4c3C2)cc1,19.5
CC(C)(C)S(=O)(=O)c1cnc(-c2ccc(Cl)cc2)nc1N,-8.7
COc1ccc(CCn2c(-c3ccc(F)cc3)nc3c(c(=O)c4ccccc4n3C)c2=O)cc1OC,-0.8
COc1ccc(Cc2nnc(Nc3ccc(Cl)cc3)[nH]c2=O)cc1,-6.8
Cc1cc(C)c2oc(C(=O)N(Cc3ccccc3)c3ccccn3)cc(=O)c2c1,10.6
O=C1COc2ccc(C(=O)COC(=O)CCSc3ccccc3)cc2N1,10.2
CC1CCN(c2ccc([N+](=O)[O-])c(SCCO)c2)CC1,27.6
NC(=O)c1cccnc1Oc1ccc(Cl)cc1Cl,-3.5
Cc1nc(SCC(=O)NC2CCCCC2)[nH]c(=O)c1C,-18.1
C/C(=N\N1CCN(Cc2ccc(Cl)cc2)CC1)c1ccc(F)cc1,1.8
CCC(C)[C@H](NC(=O)NCc1ccc(Cl)cc1)C(=O)O (stereo not given in full),-0.4
Nc1ccc(-c2nc3cc([N+](=O)[O-])ccc3o2)cc1,-21.6
NNC(=S)Nc1ccc(S(=O)(=O)N2CCOCC2)cc1,2.6
CCN(CC)CCN1C(=O)c2cccc3cc(N)cc(c23)C1=O,2.5
CCOC(=O)c1cncc(O)c1,-7.6
Cc1cc(-c2nnc(SCC(=O)Nc3ccccc3)n2C)no1,-1.4
Nc1ccc(C(=O)c2cccs2)cn1,7.7
CC(C)Cc1nc(SCC(=O)Nc2nnc(CC(C)C)s2)n[nH]1,4.4
OCCC1CN(CCCc2ccccc2)CCN1Cc1ccccc1 (stereo not given),8.1
Cc1ccccc1S(=O)c1ccccc1C(=O)O (stereo not given),-1.4
COC(=O)c1c(NC(C)=O)csc1C,-8.0
CCNC(=S)N1N=C2c3ccccc3CCC2C1c1ccc(F)cc1 (stereo not given),5.3
Cc1ccc([N+](=O)[O-])c(-c2n[nH]c(=S)n2-c2cccc(Cl)c2)c1,1.3
CN(C)c1ccncc1C(=O)Nc1ccc(F)cc1F,0.8
O=C(/C=C/c1ccco1)Nc1ccccc1C(=O)Nc1cccc(C(=O)O)c1,-6.7
Cc1c(C(=O)NCCSCc2c(F)cccc2Cl)cnn1-c1ccc(F)cc1,-12.9
CC1(C)c2ccccc2N(CC(N)=O)C12C=Cc1ccccc1O2 (stereo not given),5.6
CC(Nc1c([N+](=O)[O-])c(=O)oc2ccccc12)c1ccccc1 (stereo not given),-2.3
CN1CCN(c2nnc(-c3ccccc3)c(-c3ccccc3)n2)CC1,-22.8

# Entries shown so far that contain a furan ring, fused or not, in the order listed:
SMILES,S1P3 antagonist
O=C(CCC(=O)N/N=C/c1ccco1)N/N=C/c1ccco1,-1.2
NNC(=O)c1ccc(Cn2cccn2)o1,14.7
O=C(CCCN1C(=O)/C(=C/c2ccco2)SC1=S)Nc1cccc(C(=O)O)c1,-5.1
O=C(/C=C/c1ccco1)Nc1ccccc1C(=O)Nc1cccc(C(=O)O)c1,-6.7

# Continued:
SMILES,S1P3 antagonist
O=C(Nc1nc2ccccc2n1CCN1CCOCC1)c1ccc(Cl)cc1,2.1
CCc1oc(C(=O)OC)cc1CSC(=N)N,-10.2
O=C(O)c1[nH]c2ccc(Cl)cc2c1CCN1C(=O)c2ccccc2C1=O,-3.7
Cc1nc2c3c(-c4ccccc4)nc(N4CCOCC4)nc3nn2c(C)c1CCC(=O)O,-8.9
CC1CCN(c2c(NCC3CCC(C(=O)NCc4ccc(F)cc4)CC3)c(=O)c2=O)CC1 (stereo not given),0.4
CCOC(=O)c1cc(-c2csc(-c3ccc(C(C)(C)C)cc3)n2)on1,-3.9
Cc1c(-n2c(SCC(=O)O)nnc2-c2ccccc2Br)c(=O)n(-c2ccccc2)n1C,0.2
Cc1noc(C)c1S(=O)(=O)N(Cc1ccccc1)C(C)C,-4.8
COc1cccc(C(=O)C2CCCN(Cc3ccc(OC)c(Cn4cncn4)c3)C2)c1 (stereo not given),10.5
COc1cc(C(=O)Nc2cccc(S(=O)(=O)N3CCCC3)c2)cc(OC)c1C,7.1
O=C(NNC(=O)c1cnccc1C(F)(F)F)c1cccc(Cl)c1,-4.5
CC(=O)c1ccc2c(c1)OCCOCCOc1ccc(C(C)=O)cc1OCCOCCO2,1.0
O=C1CS/C(=N/N=C/c2cccs2)N1Cc1ccc(F)cc1,10.9
Nc1ccc(CN2CCN(c3ccc4ccccc4n3)CC2)cc1,11.7
COc1ccc(C(=O)[C@H]2[C@H]3C(=O)N(c4ccc(C)cc4)C(=O)[C@H]3C3C=CC=NN32)cc1 (stereo not given in full),-2.3
Cc1ccc(OC(C)C(=O)N(Cc2cccs2)C2CCS(=O)(=O)C2)cc1C (stereo not given),-0.1
Cc1ccc(OCC(=O)O/N=C(\N)c2ccccn2)cc1C,-5.4
CN(Cc1ccccc1)C(=O)c1nc2ccccn2c1CN1CCC(N2CCOCC2)CC1,8.4
O=C(/C=C/c1ccc([N+](=O)[O-])cc1)c1cccs1,-10.1
Cc1cc(=O)[nH]c(N)n1,-9.8
CCOc1ccccc1C(=O)Nc1cc(=O)n(C)c(=O)n1C,1.2
Cc1cccc(N(CC(=O)NC2CCCCC2)C(=O)CCC(=O)Nc2cc(C)ccn2)c1,-3.7
Cn1ncc(Oc2ccc([N+](=O)[O-])cc2)c(Cl)c1=O,-2.8
CC1(C)CC(=O)C(N=Nc2cccc([N+](=O)[O-])c2)=C(O)C1,-27.9

# Some of these compounds in order of length of the SMILES, high to low:
SMILES,S1P3 antagonist
O=C(COC(=O)CCC(=O)c1ccc(F)cc1)Nc1cccc(S(=O)(=O)N2CCCC2)c1,-1.0
O=C(CCCN1C(=O)/C(=C/c2ccco2)SC1=S)Nc1cccc(C(=O)O)c1,-5.1
Cc1noc(C)c1S(=O)(=O)N(Cc1ccccc1)C(C)C,-4.8

# The listing continues:
SMILES,S1P3 antagonist
COc1ccc(S(=O)(=O)N2CCOCC2)cc1NC(=O)CSc1cccc[n+]1[O-],-0.1
O=C(O)c1ccc(N/N=C/C(Br)=C/c2ccccc2)cc1,-3.9
COCc1cc(=O)n2[nH]c(-c3cccs3)cc2n1,-7.5
O=C(NN(C(=O)c1ccccc1)c1ccccc1)c1ccccc1,-1.8
Cc1ccc(C(=O)Cn2nc(C(=O)O)c3ccccc3c2=O)cc1C,-3.6
Cc1ccccc1-c1nnc(SCC(=O)N(CC(C)C)c2c(N)n(CC(C)C)c(=O)[nH]c2=O)n1C,-1.1
CCOC(=O)c1c(NC(=S)Nc2ccc(OCC)cc2)sc2c1CCN(C)C2,10.0
COC(=O)c1cc(S(=O)(=O)Nc2cc(S(=O)(=O)N(C)C)ccc2C)oc1C,-0.2
CC1CCCC(CC(=O)O)(CC(=O)O)C1 (stereo not given),3.3
Nc1nc(NCc2ccco2)nc(N2CCN(Cc3ccccc3)CC2)c1[N+](=O)[O-],0.9
CC(=O)Nc1ccc(S(=O)(=O)NC(CC(=O)O)c2ccc(C)cc2)cc1 (stereo not given),-1.2
Cn1nc(C(F)(F)F)cc1C(=O)Nc1ccc(Cl)cc1,-5.0
Cc1cc(=O)n2[nH]nnc2n1,2.9
O=C(O)/C=C/c1cn(-c2ccccc2)nc1-c1cccc([N+](=O)[O-])c1,-4.1
COc1ccc(-c2cc(-c3ccco3)[nH]c(=O)c2C#N)cc1OC,-9.4
COc1ccc(CCn2c(NN=C(C)C)nc3c2c(=O)[nH]c(=O)n3C)cc1,-6.2
CCOC(CC(=O)NNC(=O)c1c(-c2ccccc2Cl)noc1C)OCC,-9.9
COc1ccc(CCNC(=S)Nc2ccccc2)cc1,4.1
CCNC(=O)COC(=O)c1cc(S(=O)(=O)N2CCCCC2)ccc1C,-10.0
O=C(CCCCCCCCCCC(=O)NCc1cccnc1)NCc1cccnc1,-1.1
CC(C)(C)S(=O)(=O)Cc1nc(-c2ccc(Cl)c(Cl)c2)cs1,4.2
Cc1cc2nc(Cl)c(Cl)nc2cc1C,-13.1
COc1ccc(N=Nc2ccc(N)nc2N)cc1,-7.3
O=c1[nH]nc(SCc2nnc(-c3ccc([N+](=O)[O-])cc3)o2)n1C1CCCCC1,11.3
CC1(CCc2ccccc2)NC(=O)N(CC(=O)Nc2ccccc2)C1=O (stereo not given),-7.3
N/C(COc1ccc(Cl)cc1Cl)=N\O,8.0
O=C(CSCCS(=O)(=O)c1ccc(Cl)cc1)Nc1ccccc1,-9.7
Cc1ccc(C)c(N2CCN(C(=O)C3CCN(S(=O)(=O)c4c(C)noc4C)CC3)CC2)c1,6.0
CCOC(=O)c1ccc(Oc2cn[nH]c2-c2ccc(O)cc2O)cc1,29.0*
O=C(NC(=S)NN1CCCCC1c1cccnc1)c1ccc(Cl)cc1Cl (stereo not given),-5.5
CCN(CC)CCN1C(=O)C(=O)/C(=C(/O)c2c(C)[nH]c(C(=O)OC)c2C)C1c1ccc(C)o1 (stereo not given),17.6
CC(/C=C1\SC(=S)N(C(C(=O)O)c2ccccc2)C1=O)=C\c1ccccc1 (stereo not given),-5.1
Cc1cc(-c2onc(C)c2C(N)=O)no1,7.5
O=c1[nH]c2cc(S(=O)(=O)CCO)ccc2o1,-2.6
O/N=C/c1ccnc(SCc2ccc(Cl)cc2)n1,16.8
CCOC(=O)c1c(C)n(C)c2ccc(OC)c(NC(=O)CCN3CCC(Cc4ccccc4)CC3)c12,-20.8
Cc1ccc(F)cc1NC(=O)N1CCN(C2c3ccccc3-c3ccccc32)CC1,2.1
COc1cc(/C=C/C(=O)O)cc(S(=O)(=O)Nc2cccc(S(=O)(=O)N3CCOCC3)c2)c1OC,1.2
Cn1c(N)c(C(=O)COC(=O)c2ccc(Cl)c(S(=O)(=O)N3CCCC3)c2)c(=O)n(C)c1=O,-10.1
CC(=O)/C(N=Nc1cc2c(c([N+](=O)[O-])c1C)C(C)(C)CC2(C)C)=C(\C)O,0.3
CC1=C(C(=O)OC(C)C)C(c2cccs2)C2=C(CCCC2=O)N1 (stereo not given),18.5
C/C(N)=C(/C#N)C(=O)COC(=O)CNS(=O)(=O)c1ccc2ccccc2c1,-5.9
CC(=O)c1c(C)nc(Nc2nc3ccccc3s2)nc1C,-4.4
CCN(C(=O)CSc1nnc(-c2cccs2)n1CC)C1CCS(=O)(=O)C1 (stereo not given),-11.1
COC(=O)c1ccc(N2C(=O)CC(SCC(=O)Nc3ccc(OC)cc3)C2=O)cc1 (stereo not given),-11.4
CCn1c(=O)c([N+](=O)[O-])c(NCc2ccc3c(c2)OCO3)c2ccccc21,-6.0
Cc1cc(C)c2cc(C(=O)N(C)C3CCN(C)CC3)[nH]c2c1,4.3
O=S1(=O)CCC(NC(=S)Nc2ccccc2)C1 (stereo not given),-9.1
CC(C)CN1CCN(Cc2ccc(Oc3ncccn3)cc2)CC1CCO (stereo not given),16.2
O=C(Nc1ccccc1)Oc1ccccc1N1CCOCC1,-4.3
COc1ccc(C(=O)O)cc1S(=O)(=O)N(C)CCc1ccccn1,-14.1
COc1cc(OC)cc(C(=O)NCC(=O)OCc2cc(=O)oc3cc(OC)ccc23)c1,-9.0
Cc1nnc(SCc2cccc3ccccc23)s1,3.0
N#CCc1nc2ccc(S(=O)(=O)N3CCOCC3)cc2s1,4.1
O=C(O)/C=C/c1cccnc1,-18.8
CCCC(=O)N(C1CC(C)C(C#N)(C#N)C1(C#N)C#N)N(C)C (stereo not given),22.1
O=C(O)c1ccccc1C(=O)NCC(O)c1ccccc1 (stereo not given),-0.4
COc1cccc(Nc2nc(N)c([N+](=O)[O-])c(NCc3ccccc3)n2)c1,-3.8
CSc1sc(C(=O)NC(=O)NCc2ccncc2)c(C)c1-c1ccon1,-3.9
CC(=O)Oc1ccc2oc(-c3ccccc3)c(C(N)=O)c2c1,-2.0
# Next part
SMILES,S1P3 antagonist
NS(=O)(=O)c1ccc(CNC(=O)c2ccc(S(=O)(=O)C(F)F)cc2)cc1,0.1
Cc1ccccc1OCC(=O)OCn1nnc2ccccc2c1=O,-9.0
S=c1[nH]nc(-c2cc(-c3ccsc3)n[nH]2)n1-c1ccccc1,2.9
Cc1nc(CCNC(=O)c2cc(COc3ccc(F)cc3Cl)on2)sc1C,8.4
Cc1cc(-c2nc(-c3ccc(C(C)(C)C)cc3)no2)no1,3.0

# High-throughput results as filed in PubChem.

# Only part of the results is shown; the hit share may differ from the screen's.
